PTHR1 ag: agonists of human PTHR1 parathyroid hormone receptor. HEK293 GP2 PTHR1 cells, GloSensor cAMP luminescence, 1 h. 410,000 tested, 0.075% active. Q03431. Potency, µM (series often up to 115 µM), for inactives: at the top dose activation, most hits filed as activators; further: potency means the concentration at half of the fitted maximal effect; nearly all actives have a fitted effect of over 55% in size; some results filed as inactive show a strong effect at the top dose; inactives centre near -15; many of its hits are not listed in these tables
Target sequence (Q03431 whole entry, looked up): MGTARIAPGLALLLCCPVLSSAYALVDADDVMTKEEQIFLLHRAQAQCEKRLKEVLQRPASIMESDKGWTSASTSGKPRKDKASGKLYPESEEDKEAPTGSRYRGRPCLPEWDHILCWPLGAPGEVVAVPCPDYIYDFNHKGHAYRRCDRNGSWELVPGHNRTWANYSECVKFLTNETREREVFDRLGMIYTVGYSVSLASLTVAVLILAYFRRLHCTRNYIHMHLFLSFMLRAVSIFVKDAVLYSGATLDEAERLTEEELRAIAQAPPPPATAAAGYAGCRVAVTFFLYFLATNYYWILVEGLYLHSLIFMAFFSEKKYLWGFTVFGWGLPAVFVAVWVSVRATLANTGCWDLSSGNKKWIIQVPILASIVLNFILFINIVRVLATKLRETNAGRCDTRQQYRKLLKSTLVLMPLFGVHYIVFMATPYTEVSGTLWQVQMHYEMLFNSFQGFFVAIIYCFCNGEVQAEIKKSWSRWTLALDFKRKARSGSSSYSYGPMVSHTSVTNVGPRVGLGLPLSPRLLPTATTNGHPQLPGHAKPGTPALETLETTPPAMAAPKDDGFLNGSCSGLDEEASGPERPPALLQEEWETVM
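HEK-293-derived GP2 cells expressing PTHR1 and a GloSensor cAMP reporter, 3,000/well, plated overnight, given luciferin plus IBMX (each 0.5 mM as added) for 1 h at 37 °C, then compound for 1 h at 37 °C. Luminescence was read after 15 min at room temperature.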
HEK293 tox: cytotoxic in the GLP-1 receptor inverse agonist counter-screen. HEK293 cAMP-luciferase reporter cells, luminescence, 24 h. 410,000 tested, 0.13% active. Potency, µM (titrated, usually from 38.3 µM), without a hit: at the top dose activity change, negative = inhibition, hits mostly inhibitors. AID 624418;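 further: loss of luciferase light is scored as toxicity; potency means the concentration at half of the fitted maximal effect; on the % scale 0 is the no-effect control and ±100 the full control effect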
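1536-well qHTS counterscreen of the MLSMR; 200 cells/uL, 12 h pre-incubation, 23 nL cpd, 24 h at 37 deg C 5% CO2, luciferase detection reagent, 12 min RT, luminescence. Inhibition = undesired.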
TDP43 rescue: rescues yeast growth from TDP-43 toxicity. 410,000 tested, 1.8% active. AID 652104. TDP-43 expressing yeast growth rescue, BacTiter-Glo, 24 h. Potency, µM (series often up to 46.1 µM), for inactives: top-dose growth rescue (activation), actives largely listed as activators; further: potency means the concentration at half of the fitted maximal effect; % of control where 0% means no effect; nearly all actives have a fitted effect of over 50% in size
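Yeast cells expressing TDP-43 under galactose induction are exposed to compounds for 24 hr at 30 deg C. BacTiter-Glo luminescence measures growth, so protective compounds score as activators.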
KB-V1 cytotox: kills drug-selected multidrug resistant KB-V1 cells | KB-V1 MDR cells viability, CellTiter-Glo, 72 h | Potency, µM (top dose mostly 46.1 µM), without a hit: top-dose activity change, negative = cytotoxicity, usual class: cytotoxic | 400,000 tested, 3.4% active | AID 1347076; further: potency means the concentration at half of the fitted maximal effect; on the % scale 0 is the no-effect control and ±100 the full control effect; nearly all actives have a fitted effect of over 60% in size
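Cytotoxicity toward P-gp-expressing KB-V1 cells was determined as loss of CellTiter-Glo luminescence after 72 h at 37 degrees C. Compounds were tested in quantitative HTS format across a concentration range, with curves fitted to normalized data.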
aSyn yeast inh: alpha-synuclein toxicity inhibition in yeast. Yeast expressing alpha-synuclein, growth rescue, BacTiter-Glo, 24 h. Potency, µM (doses to about 46.1 µM), inactives show at the top dose growth rescue (activation), hits mostly activators. 370,000 tested, 0.14% active; further: potency means the concentration at half of the fitted maximal effect; % of control where 0% means no effect; nearly all actives have a fitted effect of over 65% in size
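Rescue of yeast growth: cells expressing toxic alpha-synuclein, induced in galactose at OD600 0.02, incubated with compound 24 h at 30 C. ATP luminescence quantified growth; inhibitors of toxicity appear as activators.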
DRD3 antagonist: antagonists of human D3 dopamine receptor; D3R cells, DiscoveRx beta-arrestin luminescence, antagonist mode; hits give low values; P35462; 360,000 tested, 2.5% active; AID 652054; max response, negative = inhibition, %; in the data active means max response below about -50%; inconclusive means no clear call, values can overlap the other calls; further: on the % scale 0 is the no-effect control and ±100 the full control effect; mostly tested at two doses, the higher about 12 µM
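Cells expressing the human receptor were seeded at 1500 cells/well, incubated overnight at 37 degrees C in 5% CO2, then exposed to library compounds with dopamine controls for 90 minutes at 37 degrees C before luminescent detection.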
GLP-1R inv ag: acts as inverse agonist at human GLP-1 receptor | 410,000 tested, 1.6% active | HEK293 GLP-1R CRE-luciferase, luminescence, 24 h; GLP-1R form is constitutively active | AID 624417 | P43220 | Potency, µM (highest dose often 38.3 µM), for the others: top-dose activity change, negative = inhibition, actives largely listed as inhibitors; further: potency means the concentration at half of the fitted maximal effect; on the % scale 0 is the no-effect control and ±100 the full control effect; nearly all actives have a fitted effect of over 55% in size
Target sequence (P43220 whole entry, looked up): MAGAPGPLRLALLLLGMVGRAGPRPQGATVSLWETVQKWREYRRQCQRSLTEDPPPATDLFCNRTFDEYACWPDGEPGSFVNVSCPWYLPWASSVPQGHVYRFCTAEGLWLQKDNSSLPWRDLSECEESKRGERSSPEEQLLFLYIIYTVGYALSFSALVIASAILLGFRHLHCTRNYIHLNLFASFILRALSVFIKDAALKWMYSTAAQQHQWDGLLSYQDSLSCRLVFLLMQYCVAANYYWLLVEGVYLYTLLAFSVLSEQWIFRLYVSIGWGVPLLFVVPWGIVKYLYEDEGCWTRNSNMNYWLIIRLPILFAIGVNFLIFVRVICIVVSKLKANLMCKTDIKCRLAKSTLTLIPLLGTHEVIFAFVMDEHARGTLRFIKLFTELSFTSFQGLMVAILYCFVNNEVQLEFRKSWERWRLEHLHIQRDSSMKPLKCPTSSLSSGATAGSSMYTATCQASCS
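Inverse agonists were sought by their lowering of basal cAMP reporter luciferase output in HEK293 cells stably carrying constitutively active human GLP-1R, after 24 h compound treatment.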
GLP1R ag: GLP-1 receptor (human) agonism | P43220 | HEK293 GLP-1R CRE-luciferase, luminescence, 4-6 h; cells express a hypersensitive GLP-1R form | Potency, µM (series often up to 45.6 µM), for inactives: top-dose activation, actives largely listed as activators | 380,000 tested, 0.007% active | AID 624172; further: potency means the concentration at half of the fitted maximal effect; % of control where 0% means no effect
D3 ag: D3 dopamine receptor (human) agonism; P35462; D3R DiscoveRx beta-arrestin cells, luminescence, 90 min; max activation, %; 410,000 tested, 0.58% active; in the data active means max activation above about 30%; further: 0% is about no effect; mostly tested at two doses, the higher about 12 µM
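Agonist mode: compounds and dopamine controls were applied to plated cells for 90 min at 37 degrees C after an overnight attachment at 1500 cells/well. Luminescent read-out followed 30 - 60 minutes at room temperature with DiscoveRx detection reagent.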
* marks the source's active call; other numbers are inactive results; i = inactive; ? = inconclusive; · = not tested or not shown; [ ] = another dose, or the depositor's remark. Unless noted, the call rests on the fitted dose curve; in most records, active means well fitted curve in the direction sought with a large enough effect; inconclusive means small, poorly fitted or top-dose-only effect, or another doubt; inactive means no such curve, though single readings can be large; an effect the other way counts as inactive or inconclusive.

SMILES | PTHR1 ag | HEK293 tox | TDP43 rescue | KB-V1 cytotox | aSyn yeast inh | DRD3 antagonist | GLP-1R inv ag | GLP1R ag | D3 ag
COc1ccccc1NC(=O)c1ccc(-c2ccccc2[N+](=O)[O-])o1 | -19% | 0% | 32µM* | ? | 2% | 15 | -1% | ? | 4
Nc1ccc(NC(=O)c2ccccc2)c2c1C(=O)c1ccccc1C2=O | 5%[57.5 µM] | -3% | 3% | ? | -4% | -16 | -1% | -10% | -4
COc1ccc(N=c2scc(C)n2CCCN2CCCC2=O)cc1 | i | 19%[0.307 µM] | -11% | -2% | -3% | -9 | 3%[0.307 µM] | 4% | 2
NC(=O)c1ncn([C@@H]2O[C@H](CNCc3cnc(N4CCOCC4)nc3)[C@@H](O)[C@H]2O)n1 | i | 0% | 19% | 13% | 1% | 7 | 16% | -1% | 2
O=C(NCCc1ccc(S(=O)(=O)N2CCCC2)cc1)c1cccs1 | -14%[57.5 µM] | 1% | -13% | -19% | -11% | 0 | -23% | 11% | -3
COc1ccc(-n2nc(C(=O)NCC(=O)N3CCC(C(N)=O)CC3)c3ccccc3c2=O)cc1 | -38% | -1% | -4% | 27% | -11% | -19 | -4% | 6% | 3
COC(=O)C1=C(C)N(c2cccc3ccccc23)C(=O)C1 | i | 2% | 13% | 9% | -5% | ? | 2% | -10% | -4
COc1ccc(-n2c(=O)c3sc4ccccc4c3n(C)c2=O)cc1 | -5% | -1% | 6% | 29% | · | · | 5% | -1% | 7
COc1ccc(S(=O)(=O)N2CCOC2CNC(=O)C(=O)NCc2ccc3c(c2)OCO3)cc1C (stereo not drawn) | -17% | -33% | 13% | -7% | 2% | 3 | 1% | 14% | 4
O=C(NCc1ccccc1Br)c1ccco1 | ? | 4% | 6% | 0% | -2% | 12 | 2% | 17% | 2
Cc1ccc(-c2nnc(-c3ccccc3)c(-c3ccccc3)n2)cc1 | -4% | 5% | ? | 18µM* | 2% | 6 | ? | 1% | 0
CCN1CCN(CCOc2ccc(Br)cc2C)CC1 | -7% | 2% | -1% | 0% | -2% | ? | ? | -4% | -26

Another view of some results above:
COc1ccc(N=c2scc(C)n2CCCN2CCCC2=O)cc1
- PTHR1 ag = i
- HEK293 tox = 19%[0.307 µM]
- TDP43 rescue = -11%
- KB-V1 cytotox = -2%
- aSyn yeast inh = -3%
- DRD3 antagonist = -9
- GLP-1R inv ag = 3%[0.307 µM]
- GLP1R ag = 4%
- D3 ag = 2
NC(=O)c1ncn([C@@H]2O[C@H](CNCc3cnc(N4CCOCC4)nc3)[C@@H](O)[C@H]2O)n1
- PTHR1 ag = i
- HEK293 tox = 0%
- TDP43 rescue = 19%
- KB-V1 cytotox = 13%
- aSyn yeast inh = 1%
- DRD3 antagonist = 7
- GLP-1R inv ag = 16%
- GLP1R ag = -1%
- D3 ag = 2
O=C(NCCc1ccc(S(=O)(=O)N2CCCC2)cc1)c1cccs1
- PTHR1 ag = -14%[57.5 µM]
- HEK293 tox = 1%
- TDP43 rescue = -13%
- KB-V1 cytotox = -19%
- aSyn yeast inh = -11%
- DRD3 antagonist = 0
- GLP-1R inv ag = -23%
- GLP1R ag = 11%
- D3 ag = -3
COc1ccc(-n2nc(C(=O)NCC(=O)N3CCC(C(N)=O)CC3)c3ccccc3c2=O)cc1
- PTHR1 ag = -38%
- HEK293 tox = -1%
- TDP43 rescue = -4%
- KB-V1 cytotox = 27%
- aSyn yeast inh = -11%
- DRD3 antagonist = -19
- GLP-1R inv ag = -4%
- GLP1R ag = 6%
- D3 ag = 3

Full records as entered above:
`Nc1ccc(NC(=O)c2ccccc2)c2c1C(=O)c1ccccc1C2=O` across the screens: PTHR1 ag = 5%[57.5 µM]; HEK293 tox = -3%; TDP43 rescue = 3%; KB-V1 cytotox = ?; aSyn yeast inh = -4%; DRD3 antagonist = -16; GLP-1R inv ag = -1%; GLP1R ag = -10%; D3 ag = -4
`Cc1ccc(-c2nnc(-c3ccccc3)c(-c3ccccc3)n2)cc1` across the screens: PTHR1 ag = -4%; HEK293 tox = 5%; TDP43 rescue = ?; KB-V1 cytotox = 18µM*; aSyn yeast inh = 2%; DRD3 antagonist = 6; GLP-1R inv ag = ?; GLP1R ag = 1%; D3 ag = 0

Later entries:
SMILES | PTHR1 ag | HEK293 tox | TDP43 rescue | KB-V1 cytotox | aSyn yeast inh | DRD3 antagonist | GLP-1R inv ag | GLP1R ag | D3 ag
COc1ccc(-c2nc3n(n2)C(c2ccc(O)cc2)C(C(=O)Nc2cccnc2)=C(C)N3)cc1OC (stereo not drawn) | -11% | -1% | 30%[9.22 µM] | 0% | · | · | 13% | · | -2
CC1CCCCC1NC(=O)c1ccc(CSc2nc3ccncc3[nH]2)cc1 (stereo not drawn) | i | 3% | 27% | ? | -3% | -3 | 9% | 3% | 4
CC(C)Sc1nc2c(cnn2-c2ccc(Cl)cc2)c(=O)[nH]1 | -7% | 1% | 0% | 25% | -10% | -10 | 9% | 13% | -4
COc1ccc(CCNC(=O)c2cc(-c3ccc4c(c3)OCO4)on2)cc1OC | i | -30% | -18% | -21% | 6% | 22 | 15% | -9% | 10
CCC(C(=O)NC1CCCC1)N(C(=O)Cn1nnc(-c2ccc(OC)c(OC)c2)n1)C1CCCCC1 (stereo not drawn) | -46%[inhibitor][57.5 µM] | 8% | -6% | -11% | -10% | -10 | 23% | ? | 1
CC(=O)/C(=C/N(C)C)Sc1ccc(C)cc1 | -4%[57.5 µM] | 25% | -7% | -1% | 3% | -18 | -1% | -2% | -5
O=C(Nc1ccc(C(=O)N2CCCc3ccccc32)cc1)c1cccs1 | -15% | -19% | ? | -14% | -3% | -4 | ? | 9% | 3
CCOC(=O)C1CCN(C(=O)c2ccc(OCC(=O)Nc3cccc(C(F)(F)F)c3)c(OC)c2)CC1 | -25% | -9% | 1% | ? | -10% | 0 | -24% | 19% | 4
Cc1ccnc(SCC(=O)NC2CC2)n1 | ? | 1% | 2% | 0% | -7% | 6 | 7% | -1% | 14
Cc1cc(/C=C(\C#N)C(=O)NCc2cccs2)c(C)n1-c1ccccc1F | -16%[57.5 µM] | -5% | 14% | ? | 1% | ? | 2.8µM* | 7% | -10
O=C(/C=C/c1ccc(Cl)cc1)Nc1ccc(Br)cn1 | i | -1%[7.66 µM] | 3% | -13% | -5% | 0 | 16%[7.66 µM] | -1% | -7
Cc1ccc2oc(C(=O)N3CCN(Cc4ncccc4C)CC3)c(C)c2c1 | i | 2% | 20% | -14% | -1% | 1 | ? | 22% | -31
Cc1cc([N+](=O)[O-])c(C(C)(C)C)cc1N | i | 8% | ? | 16% | 2% | -7 | -24% | 12% | -3
CC(=O)N1CCN(c2ccc(Oc3nc(-c4ccccc4)nc4ccccc34)cc2)CC1 | 18% | -5% | 3% | -10% | -3% | -13 | 19% | 0% | 0
Cc1ccccc1N(C(=O)c1cccs1)c1nc2ccccc2s1 | -17% | 21% | 4% | -20% | -5% | 8 | 2.2µM* | 0% | 3
CCN(CC)CCNC(=S)Nc1ccc2nc(N3CCN(CC)CC3)cc(C)c2c1 | -7% | ? | -17% | 13% | -6% | -24 | 2.5µM* | 6% | -14
CCOc1cc(C)nc(N2CCC(C(=O)NCC3CCCO3)CC2)n1 (stereo not drawn) | -14% | 3% | -24% | 1% | 0% | 14 | 9% | 12% | 10
Cc1ccccc1Nc1nc(N)nc(CSc2nnc(C)n2C)n1 | i | -2% | 0% | 9% | 1% | 10 | 20% | 4% | 10
Cc1oc(C)c2c(=O)ccc3c(c12)OC(N)=C(C#N)C3c1ccccc1Cl (stereo not drawn) | i | 76%[activator] | 9% | 15% | 10% | 14 | 14% | -1% | 1
COc1ccc(C(CC(=O)O)NC(=O)Nc2ccccc2)cc1OC (stereo not drawn) | -3% | -8% | 6% | 4% | 0% | -2 | 14% | -1% | -4
O=C(NCc1ccccc1)c1ccc2c(c1)CCN2S(=O)(=O)c1ccc(Cl)cc1 | i | 0% | 20% | 3% | · | · | ? | · | 4
CCN(CC)CCCN(C(=O)c1ccccc1F)c1nc(-c2ccc(OC)cc2)cs1 | i | ? | 2% | ? | 3% | ? | ? | -6% | -19
S=c1[nH]nc(-c2ccco2)n1/N=C/c1ccccc1 | i | 7% | -3% | 2% | 0% | -13 | 9% | 6% | 4
CN1CCn2cnc(C(=O)NCCCCCNC(=O)OC(C)(C)C)c2C1=O | -29% | 16% | 20% | -3% | 12% | -23 | 14% | -3% | -8
COC(=O)[C@@]1(Cc2ccc(OC)cc2)[C@H]2c3cc(C(=O)N4CCCC4)n(Cc4ccc(C)c(F)c4F)c3C[C@H]2CN1C(=O)c1ccccc1 | i | -20% | ? | 7.3µM* | 16% | -25 | ? | 1% | -7
CCOC(=O)c1c(Nc2ccc(C)cc2)nnc(-c2ccccc2)c1-c1ccccc1 | -21% | 0% | 19% | 23µM* | 0% | · | 11µM* | -3% | 22
S=C(NC1CC1)N1CCc2ccccc2C1 | -6% | 8% | 1% | 3% | 1% | -16 | -7% | 9% | -6
CN1C[C@@H]2[C@@H]3C(=O)N(Cc4ccccc4)C(=O)[C@@H]3[C@](C)(C1=O)N2C(=O)c1ccc(Cl)cc1 | -15% | 4% | 13% | ? | 1% | 17 | 11% | 11% | 13
CCOC(=O)Cc1c(C)nc2c(-c3ccccc3)cnn2c1C | -35%[inhibitor] | 5% | ? | 0% | -1% | 17 | 4% | 14% | 2

Looked up above.
For DRD3 antagonist, Cc1cc([N+](=O)[O-])c(C(C)(C)C)cc1N reads -7
For TDP43 rescue, O=C(NCc1ccccc1Br)c1ccco1 reads 6%

Source: PubChem BioAssay

Not all compounds are listed; count on the stated rates, not on these rows.
